Screening results: PubChem BioAssay, several laboratories
RSV CPE inhibition: RSV antiviral activity via CPE protection, HEp-2 cells, primary 10 µM value included (AID 2391); HEp-2 cells, RSV-induced CPE inhibition; higher % means a stronger effect; CPE inhibition, % at 10 µM; hits with a dose series show IC50 in µM; hit rate 0.13% among 310,000; in the data active means a potency from the dose series; inconclusive means CPE inhibition mostly from about 23% at the one dose, without a potency; inactive means the rest, 99 in 100 with CPE inhibition below about 21%; further: strong numbers were not always called active
PMI inhibition: MPI inhibition at elevated mannose 6-phosphate – biochemical, fluorescence intensity, high mannose 6-phosphate, primary screen (AID 1220); recombinant PMI enzyme, coupled fluorescence intensity; higher % means a stronger effect; inhibition, % at 20 µM, or IC50 in µM where a hit was titrated; hit rate 0.66% among 190,000
West Nile virus CPE: inhibition of WNV-induced cytopathic effect – cell-based, CPE readout (AID 1621). West Nile virus-infected cells, CPE inhibition; higher % means a stronger effect. one-dose CPE inhibition, % at 10 µM; IC50 in µM for titrated hits. hit rate 0.02% among 290,000; in the data active means a potency from the dose series; inconclusive means CPE inhibition mostly from about 3.7% at the one dose, without a potency; inactive means the rest, 99 in 100 with CPE inhibition below about 2.2%; further: strong numbers were not always called active
CSM14.1 death rescue: protection against thapsigargin-triggered cell killing – 384-well, CSM14.1, ATP luminescence, primary screen (AID 1222); CSM14.1 thapsigargin-induced death rescue, ATP luminescence; higher % means a stronger effect; 190,000 tested, under 10 active; one-dose cellular ATP content (survival), % at 20 µM; EC50 in µM for titrated hits;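 active means EC50 below 50 µM in the dose-response confirmation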;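 further: death triggered by thapsigargin at about 15 µM added after 2 h compound pretreatment; cell ATP read after overnight thapsigargin exposure of roughly 18 to 22 hours; normalized against plate controls of thapsigargin alone and 5% DMSO vehicle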
TNAP activation fold: human TNAP enzyme activators, primary screen, biochemical, luminescent, no phosphate acceptor, uHTS (AID 1001); purified TNAP, luminescent activation assay, no phosphate acceptor; higher activation fold means a stronger effect; one-dose activation fold at 20 µM; EC50 in µM for titrated hits; hit rate 0.03% among 200,000; in the data active means activation fold from about 3, or a potency from the dose series; inactive means the rest, 99 in 100 with activation fold below about 1.6; further: many of its hits are not listed in these tables
SV40 large T antigen: TAg ATPase/helicase activity blockers – biochemical (AID 1903). SV40 large T antigen ATPase/helicase inhibition assay; higher % means a stronger effect. inhibition, % at 20 µM; hits with a dose series show IC50 in µM. hit rate 0.39% among 310,000; in the data active means a potency from the dose series; inconclusive means inhibition mostly from about 32% at the one dose, without a potency; inactive means the rest, 99 in 100 with inhibition below about 32%; further: strong numbers were not always called active
PhoP inhibition: inhibitors of PhoP regulon expression, primary screen, Salmonella Typhimurium, GFP reporter (AID 1863); S. Typhimurium PhoP-regulated promoter GFP reporter, 4 h; higher % means a stronger effect; inhibition, % at 50 µM; hits with a dose series show IC50 in µM; hit rate 0.16% among 300,000;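 active means inhibition over 29.93%, a cutoff 3 SD above the screen mean, later confirmed by dose response; inconclusive means inhibition over 29.93% but no dose response follow-up; inactive means inhibition at most 29.93% or unconfirmed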;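 further: 0% = low Mg2+ inducing control and 100% = high Mg2+ repressing control; strong numbers were not always called active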
human PMI inhibition: MPI enzyme activity inhibition – biochemical, fluorescence intensity, coupled assay, primary screen (AID 1209); purified PMI enzyme, coupled fluorescence intensity; higher % means a stronger effect; inhibition, % at 20 µM; hits with a dose series show IC50 in µM; hit rate 0.42% among 190,000;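 further: plate controls were DMSO vehicle for no effect and wells lacking substrate for full effect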
Insulin prom up: MIN6 insulin promoter up-regulation; z-score at 5 µM; MIN6 insulin promoter-GFP reporter, high-content imaging; active compounds read high; AID 1625; hit rate 0.3% among 190,000;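 active means z-score above 3 at 5 µM with at least 500 cells counted in the well; inconclusive means wells under 500 cells, flagged as cytotoxic or low count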
Insulin prom up cell count: further read-out of Insulin prom up, marked with its call; cell count; measured here: cytotoxicity, nuclei count;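 total cells summed across four imaged fields per well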
* = called active by the depositor; ? = inconclusive; · = no result given. Unless noted, no stated cut-off is given here; in the data, active means inhibition above about 50%; inactive means the rest. Compounds as they come, and some 1.5% of all compounds hit somewhere here.

The opening four records, to show the layout:
SMILES	RSV CPE inhibition	PMI inhibition	West Nile virus CPE	CSM14.1 death rescue	TNAP activation fold	SV40 large T antigen	PhoP inhibition	human PMI inhibition	Insulin prom up	Insulin prom up cell count
CN1CCN(C(=O)CSc2nc(-c3ccco3)cc(C(F)(F)F)n2)CC1	-1.3%	-10%	0.1%	1.2%	1	-1%	-7%	-3%	0.49	1200
COc1ccc(OCCCCn2c(CO)nc3ccccc32)cc1	6.5%	·	-1.1%	·	·	6%	2%	·	·	·
CCOC(=O)c1nc(Nc2cccc(C)c2)c2ccccc2n1	6.2%	7%	-0.7%	-1.1%	1.1	7%	5%	-2%	0.43	1245
COc1cc(/C=N/OCC(=O)NC23CC4CC(CC(C4)C2)C3)ccc1OCc1ccccc1	15%	13%	2.0%	-1.1%	1.1	-65%	16%	27%	0.56	1496

Main list (from the top)
SMILES	RSV CPE inhibition	PMI inhibition	West Nile virus CPE	CSM14.1 death rescue	TNAP activation fold	SV40 large T antigen	PhoP inhibition	human PMI inhibition	Insulin prom up	Insulin prom up cell count
CN1CCN(C(=O)CSc2nc(-c3ccco3)cc(C(F)(F)F)n2)CC1	-1.3%	-10%	0.1%	1.2%	1	-1%	-7%	-3%	0.49	1200
COc1ccc(OCCCCn2c(CO)nc3ccccc32)cc1	6.5%	·	-1.1%	·	·	6%	2%	·	·	·
CCOC(=O)c1nc(Nc2cccc(C)c2)c2ccccc2n1	6.2%	7%	-0.7%	-1.1%	1.1	7%	5%	-2%	0.43	1245
COc1cc(/C=N/OCC(=O)NC23CC4CC(CC(C4)C2)C3)ccc1OCc1ccccc1	15%	13%	2.0%	-1.1%	1.1	-65%	16%	27%	0.56	1496
Cc1cc(C)n(C(=O)CCN2C(=O)c3ccccc3C2=O)n1	11%	-3%	-0.3%	-3.5%	1.1	13%	-2%	0%	1.4	1083
COc1ccnc(-n2cccc2C#N)c1C#N	5.6%	-1%	-0.6%	-2.3%	1.1	3%	1%	2%	-0.35	1340
Cc1ccc(NC(=O)c2oc3ccccc3c2C)nc1	5.0%	·	-0.3%	·	·	-13%	-6%	·	·	·
CCCCC(=O)NC1(C(F)(F)F)C(=O)N(CC(C)C)C2=C1C(=O)CC(C)(C)C2 (stereo not given)	-1.7%	0%	-0.5%	-1.1%	1	9%	0%	2%	-1.1	1478
CC(=O)N1[C@H](C)C=C[C@]1(Cc1ccccc1)C(=O)NCCN1CCOCC1	1.1%	·	-0.2%	·	·	7%	3%	·	·	·
COc1cccc(N=Nc2c(=O)[nH]n3c(C)cc(C)nc23)c1	-0.4%	25%	0.3%	0.5%	0.9	4%	-20%	8%	0.09	1369
CCOc1ccc(S(=O)(=O)NC(Cc2c[nH]c3ccccc23)C(=O)O)cc1 (stereo not given)	1.1%	·	0.3%	·	·	6%	8%	·	·	·
O=C1C=CC(=O)N1Nc1ccc(Br)cc1	0.5%	1%	-0.2%	-2.2%	1.1	6%	-14%	-3%	0.32	1270
Cc1ccc(OC(C)C(=O)N2CC(=O)Nc3ccccc32)c(C)c1 (stereo not given)	1.4%	·	-0.4%	·	·	-3%	4%	·	·	·
N#Cc1ccccc1OCC(=O)OCC(=O)N1CCN(C(=O)c2ccco2)CC1	-0.4%	-6%	-0.6%	-1.1%	1.1	13%	4%	-14%	-0.44	1302
CCOC(=O)c1sc(NC(=O)CSc2nc3ccccc3s2)c(C(=O)OCC)c1C	9.9%	-10%	1.0%	0.5%	1.1	3%	-7%	-3%	0.26	1326
O=C(NC12CC3CC(CC(C3)C1)C2)c1ccc(-c2ccccc2Cl)o1	0.2%	17%	-0.4%	-2.7%	1.1	7%	-3%	21%	-0.08	1033
Cc1onc(-c2ccccc2)c1CNC(=O)Nc1ccc(F)cc1F	11%	·	-0.5%	·	·	11%	-10%	·	-0.11	1268
CCOC(=O)c1ccc2nc(NC(=O)c3ccco3)sc2c1	7.9%	9%	·	-4.2%	1.1	-4%	-8%	6%	·	·
C=CCn1c(=O)c(C(=O)Nc2ncccc2O)c(O)c2ccccc21	3.0%	·	0.2%	·	·	-6%	13%	·	·	·
Cc1nn(C)c(Oc2cccc(Cl)c2)c1C(=O)Nc1ccc(F)cc1F	2.2%	7%	·	2.9%	1.1	12%	7%	9%	-0.07	1552
O=C(/C=C/c1ccc(O)cc1)c1ccc(NC2=C(N3CCCCC3)C(=O)c3ccccc3C2=O)cc1	8.7%	4%	1.1%	-3.6%	0.7	35%	14%	-10%	?	·
CC(/C=C/C=C/c1ccccc1)=N/NC(=O)CNc1ccc(C)cc1	1.5%	14%	-0.7%	-0.6%	1	13%	-4%	3%	2.5	1311
CC1CN(C(=O)c2ccccc2Oc2ccccc2)CC(C)O1 (stereo not given)	1.2%	-7%	-0.8%	0.9%	1.1	·	·	-5%	-0.15	1580
CCOC(=O)CCCn1c(C)nc(=O)c(-c2ccccc2)c1C	1.2%	-7%	0.8%	0.6%	1.1	20%	3%	-10%	-0.3	1533
Brc1c(NC2=NCCN2)ccc2nccnc12	·	·	·	0.0%	1.1	6%	3%	54%*	·	·
CC(=O)NS(=O)(=O)c1ccc(N=NN2CCOCC2)cc1	1.7%	-6%	-0.2%	-2.0%	0.9	4%	-18%	1%	-0.12	1331
c1cc2c3c(cccc3c1)NC1(CCC3(CC1)Nc1cccc4cccc(c14)N3)N2	-1.8%	·	-0.3%	·	·	12%	1%	·	0.21	1203
O=C1c2ccccc2C(=O)C12OC2c1cccc2ccccc12 (stereo not given)	8.8%	-40%	-0.6%	6.9%	1.1	8%	-19%	-31%	0.07	1369
CN(C)CCC=C1c2ccccc2CCc2ccccc21	·	12%	·	-0.9%	1	17%	6%	-4%	·	·
Cc1sc2ncnc(OCC(=O)NCc3cccs3)c2c1C	2.4%	-2%	0.1%	-1.1%	1.1	1%	-10%	-8%	·	·
O=C(O)CCC(=O)Nc1nnc(C(F)(F)F)s1	1.3%	1%	0.6%	1.9%	1.1	3%	-2%	3%	-0.24	1417
CC(C)(C)C(=O)NCCn1ccc2ccccc21	1.7%	0%	0.7%	-1.1%	1	6%	2%	1%	-0.02	1789
Cc1ccc(C)c(-n2c(Cc3cc(=O)[nH]c(=O)[nH]3)nnc2SCC(=O)NCC2CCCO2)c1 (stereo not given)	0.4%	-6%	0.9%	-0.9%	1	9%	2%	-12%	-0.37	1652
Cc1c(C(=O)N2CC(C)OC(C)C2)sc2nc(-c3ccc(F)cc3)cn12 (stereo not given)	?	0%	·	-2.6%	1.1	10%	-8%	16%	·	·
CSCC[C@H](NC(=O)C1CCCC1)c1nc2ccccc2[nH]1	1.1%	-7%	-0.2%	-1.5%	1.1	14%	-4%	-6%	0.01	1032
CC1CCN(C(=O)COC(=O)[C@H](C)NS(=O)(=O)/C=C/c2ccccc2)CC1	0.3%	-6%	0.3%	-2.8%	1	4%	2%	0%	·	·
O=C(NCc1ccccc1Cl)c1cccc(C(F)(F)F)c1	4.5%	8%	-0.4%	-3.7%	1.1	8%	23%	0%	-0.58	1441
COc1ccc(Br)cc1CNC(=O)C1CCCN(S(C)(=O)=O)C1 (stereo not given)	-1.1%	14%	0.1%	-2.5%	1.1	15%	-3%	14%	1	1330
O=C1c2cccc3cccc(c23)C(=O)N1Cc1cccnc1	3.5%	·	-0.5%	·	·	12%	1%	·	0.17	1022
Cc1ccc(-c2noc(CNS(=O)(=O)c3ccccc3)n2)cc1	0.3%	·	-1.2%	·	·	11%	-2%	·	·	·
O=C(Nc1ccc(F)cc1)c1ccc(S(=O)(=O)NCc2cccnc2)cc1	1.6%	·	-0.2%	·	·	0%	7%	·	·	·
CCCCCCC(=O)N(O)C1CC(=O)N(c2ccc(C)cc2)C1=O (stereo not given)	-1.1%	-23%	0.2%	-0.7%	1.1	9%	34%	-10%	0.68	797
CCOc1cc(-n2nc(C)c(C#N)c2N)nc(SC)n1	·	4%	0.8%	-1.5%	1.1	8%	2%	-1%	·	·
CCOC(=O)COc1nc(Nc2ccccc2C)nc(N(C)C)n1	?	3%	0.3%	·	1.1	3%	-3%	2%	0.25	1226
Cc1noc(/C=C/N(C)C)c1S(=O)(=O)N(C)CC(=O)NC1CCCCC1	1.3%	-4%	·	-0.9%	1	13%	15%	-2%	0.29	1788
c1ccc2oc(-c3ccc(Nc4nc(N5CCCCC5)nc(N5CCOCC5)n4)cc3)nc2c1	2.3%	18%	·	-1.3%	1.1	11%	-7%	19%	0.63	1495
CC(c1ccccc1)N1CCc2[nH]c(=S)[nH]c(=O)c2C1 (stereo not given)	0.7%	-15%	0.0%	5.2%	1.1	-24%	-6%	-17%	-1.4	1242
CC1=CC(C)(C)Nc2ccc(OC(=O)CN3C(=O)C4CCCCC4C3=O)cc21 (stereo not given)	?	26%	-2.2%	2.0%	1.1	14%	10%	32%	-0.46	885
CCN(CC)S(=O)(=O)c1cccc(NC(=O)c2cc(=O)[nH]c3ccccc23)c1	4.4%	4%	0.1%	-1.1%	1.1	0%	6%	2%	-0.28	1441
CCCCc1ccc(NC(=O)N[C@@H](CC(C)C)C(=O)O)cc1	0.7%	·	0.7%	·	·	2%	3%	·	-1.2	1474
Next results follow.
SMILES	RSV CPE inhibition	PMI inhibition	West Nile virus CPE	CSM14.1 death rescue	TNAP activation fold	SV40 large T antigen	PhoP inhibition	human PMI inhibition	Insulin prom up	Insulin prom up cell count
COc1ccc(C(=O)C[n+]2ccc3c(c2)nc(-c2cc(OC)c(OC)cc2OC)n3C)cc1	0.9%	10%	0.3%	-2.6%	1.1	-9%	6%	10%	-0.02	2001
COc1ccc(NS(=O)(=O)c2ccc(NS(=O)(=O)c3ccc(C)cc3)cc2)nn1	-0.1%	-4%	0.5%	-2.1%	1.1	10%	4%	-2%	0.34	1412
CCOC(=O)[C@@H]1[C@H]2COc3cc(OC)ccc3[C@@H]2N2C(=O)N(c3ccc(Cl)cc3)C(=O)[C@@]12C	0.3%	·	-1.7%	·	·	6%	-1%	·	·	·
O=C(NCc1cccs1)c1cc2ccccc2o1	4.0%	1%	-0.5%	1.7%	1.2	17%	9%	0%	-1	1090
N/C(=N\OC(=O)c1ccccc1)c1cccnc1	0.6%	2%	-0.3%	-5.9%	1.1	25%	-3%	6%	-0.09	1621
O=C(c1ccc(CN2CCc3ccccc3C2)cc1)N1CCCCC1	0.3%	4%	-0.5%	0.4%	1.2	2%	0%	-3%	-0.93	1081
Cc1ccc(-c2nc(Cl)nc3ccccc23)cc1	1.3%	1%	0.4%	-0.6%	1.1	16%	-3%	4%	-0.59	1210
COc1cccc(NC(=O)CNS(=O)(=O)c2ccc3nc(C)sc3c2)c1	0.2%	1%	·	1.1%	1.1	0%	5%	4%	0.27	1369
